# CDK5 p35 inh: blocks human CDK5/p35 kinase activity; Q00535+Q15078; Recombinant CDK5/p35, ADP-Glo luminescence, 60 min; inhibition, % at 10 µM; 0.01% of 330,000 active;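 active = highest replicate inhibition of at least 50% and at least 75% of replicates reaching 50%; inconclusive = only one of the two criteria met; inactive = both criteria failed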;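 note: plate controls were DMSO neutral control for no effect and GW8510 at 10 µM for full effect; many of its hits are not listed in these tables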
# cardiac RTF act: cardiac RTF calcium sensitization | P19429+P45379 | IANBD-labeled TnC RTF fluorescence at EC20 calcium; 0% EC20 calcium, 100% full calcium | activation, % at 7.2 µM | 0.24% of 340,000 active;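 active = activation above the mean over all tested compounds plus 3 SD, cut at about 30% in these data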;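 note: rise in fluorescence read as greater calcium sensitivity of cardiac thin filaments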
# MITF TRPM1 HTS: activators of MITF-driven TRPM1 promoter activity in SK-MEL-5 cells. SK-MEL-5 TRPM1-promoter luciferase, 24 h; % of positive control, neutral wells = 0. activation, % at 12.5 µM. 0.75% of 300,000 active. AID 588334;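 active = mean activation of at least 80% with every replicate also reaching 80%; inconclusive = mean reaches 80% but some replicate falls short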;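 note: 0% = neutral control wells and 100% = parthenolide positive control wells; values of inactives mirror those of a sister screen read the other way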
# SR-BI HDL uptake: mouse SR-BI HDL lipid transfer inhibition; ldlA[mSR-BI] CHO cells, DiI-HDL uptake fluorescence, 3 h; 0.96% of 320,000 active; inhibition, % at 12.5 µM;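 active = mean replicate inhibition of at least 70% and a set share of replicates each scoring 70 or more; inconclusive = meets just one of the two criteria; inactive = fails both criteria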;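 note: 0% = median of neutral control wells and 100% = median of positive control wells; values of inactives mirror those of a sister screen read the other way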
# PvdQ inh: blocks Pseudomonas aeruginosa PvdQ acylase activity; purified PvdQ acylase, fluorescence plate reader; 0.063% of 340,000 active; inhibition, % at 10 µM; in the data active = inhibition above about 30%, passing the limit was not always enough; inconclusive = no clear call, values can overlap the other calls;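 note: 0% = vehicle neutral wells and 100% = reference inhibitor wells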
# Rtt109 Vps75: inhibitors of Candida albicans Rtt109/Vps75 histone acetyltransferase; Q5AAJ8; purified Rtt109/Vps75, ThioGlo CoA-SH fluorescence, 4 h; inhibition, % at 34.9 µM; 0.16% of 330,000 active; AID 540336;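 active = inhibition of at least 50% in every replicate; inconclusive = best replicate reaches 50% inhibition but some replicates fall short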
# Target sequence (Q5AAJ8 whole entry, looked up): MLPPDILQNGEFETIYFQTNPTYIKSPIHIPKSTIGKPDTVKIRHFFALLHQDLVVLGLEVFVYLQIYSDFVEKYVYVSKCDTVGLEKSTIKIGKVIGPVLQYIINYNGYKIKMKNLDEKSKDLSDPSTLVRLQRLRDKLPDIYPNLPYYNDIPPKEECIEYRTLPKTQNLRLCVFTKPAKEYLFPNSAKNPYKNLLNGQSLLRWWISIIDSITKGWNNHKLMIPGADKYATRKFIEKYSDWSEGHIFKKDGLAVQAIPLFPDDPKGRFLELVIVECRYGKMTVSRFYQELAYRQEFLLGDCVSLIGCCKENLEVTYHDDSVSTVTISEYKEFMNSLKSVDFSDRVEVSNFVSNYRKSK
# HTR5A ag: counter-screen for OPRM1-OPRD1 agonists: human HTR5A agonism | activation, % at 9.3 µM | HTR5A agonist assay, luminescence, cell-based | 0.61% of 340,000 active | AID 504692; in the data active = activation mostly above about 9.5%, no sharp cut-off; inactive = mostly below about 7.6%;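 note: 0% = cells with vehicle only and 100% = reference agonist; strong numbers were not always called active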
# Target sequence (P47898 whole entry, looked up): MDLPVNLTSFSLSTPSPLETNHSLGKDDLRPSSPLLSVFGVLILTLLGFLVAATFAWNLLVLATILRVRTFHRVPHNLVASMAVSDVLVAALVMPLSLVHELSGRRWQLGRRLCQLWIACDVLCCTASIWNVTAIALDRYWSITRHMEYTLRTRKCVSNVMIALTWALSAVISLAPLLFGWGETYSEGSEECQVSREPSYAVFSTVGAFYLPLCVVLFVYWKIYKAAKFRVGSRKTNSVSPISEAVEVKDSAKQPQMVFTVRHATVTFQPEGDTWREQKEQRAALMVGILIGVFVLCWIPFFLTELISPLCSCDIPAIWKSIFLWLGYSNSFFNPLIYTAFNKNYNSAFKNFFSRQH
# Wnt bcat act: activators of Wnt/beta-catenin signaling; Wnt/beta-catenin reporter cell assay, activator, plate reader; activation, % at 9.35 µM; 1.2% of 300,000 active; AID 743398; in the data active = activation above about 30%, passing the limit was not always enough; inconclusive = no clear call, values can overlap the other calls;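 note: 0% = neutral control wells and 100% = positive control wells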
# dFosB act: mouse delta FosB homodimer activation. 0.99% of 340,000 active. activation, % at 25 µM. purified delta FosB, TAMRA-CDK5 oligo fluorescence polarization; percent of positive-control signal above neutral wells. AID 493131;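 active = mean activation above about 17%, with every replicate also reaching it, limit read from the data, passing the limit was not always enough; inconclusive = only one of the two conditions met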;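 note: fluorescence polarization rise as delta FosB binds a TAMRA Cdk5 AP-1 oligo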
# Target sequence (P13346 whole entry, looked up): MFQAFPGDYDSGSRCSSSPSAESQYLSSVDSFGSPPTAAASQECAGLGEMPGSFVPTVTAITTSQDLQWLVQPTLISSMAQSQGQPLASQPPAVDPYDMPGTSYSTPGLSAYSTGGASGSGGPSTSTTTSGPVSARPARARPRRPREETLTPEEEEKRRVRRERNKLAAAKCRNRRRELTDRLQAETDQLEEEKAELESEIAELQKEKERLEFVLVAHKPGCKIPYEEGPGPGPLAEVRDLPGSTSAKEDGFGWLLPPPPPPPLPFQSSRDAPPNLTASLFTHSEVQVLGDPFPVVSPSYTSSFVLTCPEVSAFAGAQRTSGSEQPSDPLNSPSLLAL
# SR-BI DiI-HDL act: enhances SR-BI lipid uptake from DiI-HDL; AID 504775; 0.096% of 320,000 active; activation, % at 12.5 µM; CHO ldlA[mSR-BI] cells, DiI-HDL uptake fluorescence, 3 h; 100 = double the neutral-control signal;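 active = mean replicate activation of at least 60% and every replicate at or above 60%; inconclusive = mean or all-replicate condition met, but not both; inactive = mean below 60% and not all replicates reaching 60%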;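 note: 0% = median plate neutral-control signal and 100% = twice that signal; values of inactives mirror those of a sister screen read the other way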
#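 material = CHO ldlA[mSR-BI] cells | medium = Ham's F12 with 0.5% BSA, HEPES 25 mM, pH 7.4 | reagent = fluorescent DiI-HDL, 10 µg/mL final | compound dosing = single-point compound dose | incubation = 3 h, 37 °C | measured by = bottom-read fluorescence, 550/595 nm | measure = HDL uptake via cellular fluorescence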
# Active calls of the source: *; ? = inconclusive; . = no result given; & = joins results of further samples.
SMILES,CDK5 p35 inh,cardiac RTF act,MITF TRPM1 HTS,SR-BI HDL uptake,PvdQ inh,Rtt109 Vps75,HTR5A ag,Wnt bcat act,dFosB act,SR-BI DiI-HDL act
COc1cc(N=C(N)N=C(N)N)cc(OC)c1,2.5,1,-2,-13,-14,-3,0,-2,1,13
OCCN(Cc1ccccc1)CC1CC2C=CC1C2 (stereo not given),-1.0,-5,3,-31,3,7,2,.,3,31
CS(=O)(=O)c1ccc2nc(NC(=O)C3COc4ccccc4O3)sc2c1 (stereo not given),-0.7,1,36,-5,4,-3,6,.,-14,5
CC(=O)Nc1cccc(-c2cnc3ccccc3n2)c1,-1.1,8,44,14,-7,2,3,?,-36,-14
Cc1ccc2[nH]c(=O)c(C(c3nnnn3C(C)(C)C)N(Cc3ccco3)CC3CCCO3)cc2c1 (stereo not given),1.6,1,-11,-23,-12,3,2,.,-12,23
COc1cccc(NC(=O)CN(C)C(=O)c2ccccc2Sc2ccccc2C#N)c1,0.0,1,-8,-21,-8,-2,-3,-1,-6,21
COc1ccc(-n2ccnc2SCC(=O)NC2CCCC2)c(OC)c1,-0.5,-2,5,-8,-1,-2,2,1,-3,8
O=C(/C=C/Nc1ccc(OC(F)(F)F)cc1)C(F)(F)F,0.9,-4,.,-20,-2,1,-3,.,-8,20
COc1cc(OC)c(NC(=O)c2ccccc2F)cc1Cl,-0.8,-3,1,70,-9,-4,-5,3,-3,-70
O=C(NC1CCN(S(=O)(=O)c2ccc(F)cc2)CC1)c1cccc(F)c1,-1.6,-3,.,5,-7,-1,-6,-1,4,-5
COc1ccc(OC)c(-n2nnnc2SCC(=O)N2CCN(C(=O)c3ccco3)CC2)c1,-2.0,3,-8,66,9,6,-13,-2,-5,-66
CCc1ccc(NC(=O)c2cnn3c(C(F)F)cc(C)nc23)cc1,-2.8,-2,-14,23,1,-6,-5,.,-13,-23
CCCSc1nc(C)cc(=O)[nH]1,-2.1,9,-10,11,-17,7,5,-3,-3,-11
COc1cccc(CNCCc2c[nH]c3ccccc23)c1OCc1ccccc1F,-0.3,5,-94,19,-12,9,12,.,4,-19
Cc1ccc(C)c(OCCC(=O)N(C)CC(=O)Nc2c(C)cccc2C)c1,1.2,1,-9,21,-1,11,-1,1,-3,-21
CCOC(=O)N1CCN(C(=O)C2CCN(Cc3ccc(OC)cc3OC)CC2)CC1,-0.2,-2,-10,-32,3,-3,1,-1,-3,32
O=C(COC(=O)c1ccc(Cl)nc1)Nc1ccc(Cl)cc1,0.3,12,-11,-19,-19,-2,3,0,6,19
O=C(Nc1n[nH]c(C(F)(F)F)n1)c1cccs1,2.1,1,4,-12,-12,-11,0,-1,4,12
O=C(CO/N=C/c1ccc(OC(F)F)cc1)NC1CCCC1,-0.5,-2,5,-5,2,12,2,6,-9,5
CCCCCC[n+]1c(-c2ccc(Cl)cc2Cl)csc1Nc1ccccc1,-0.1,12,-6,11,-6,0,0,-6,-8,-11
COC(=O)c1ccccc1NC(=O)c1ccnn1C,-2.4,-4,-2,1,-5,2,-2,-2,-18,-1
COc1ccc(S(=O)(=O)NCc2ccccn2)cc1Cl,0.5,10,-1,-13,-8,5,5,.,2,13
CN(C)CCN(Cc1ccccc1)c1ccccn1,0.4,-1,-2,-6,-11,1,2,-8&0,-4,9
COCCN1CCN(C(=O)C2CCC(=O)N(Cc3ccc(Cl)cc3)C2)CC1 (stereo not given),-0.7,1,6,-24,-1,-8,0,-1,5,24
COC(=O)CSC1=C(C#N)C(=O)NC(c2ccccc2)S1 (stereo not given),7.1,-4,-74,-5,10,12,-1,-1,-10,5
CCOCCCNC(=O)C(c1ccc(C)cc1)N(Cc1ccc2c(c1)OCO2)C(=O)c1cnccn1 (stereo not given),0.5,-5,5,-6,-4,-3,-1,.,-9,6
Cc1ccc(C)c(CN2CCC(CNC(=O)Nc3cccc(Cl)c3C)CC2)c1,-0.2,2,18,19,-18,-12,6,1,-7,-19
CCOC(=O)C[C@H]1c2ccc(C(F)(F)F)cc2S(=O)(=O)N1C(C)(C)C,-0.3,3,2,-9,-1,1,2,2,1,9
CC1CCCC(C)N1C(=O)COC(=O)CNC(=O)c1ccccc1 (stereo not given),-1.6,-3,-4,-26,-4,-29,0,1,2,26
C=CCNC(=O)C1CC2Cn3c(nc4cc5ccccc5cc43)C2N1C (stereo not given),-0.5,0,16,2,-8,1,5,6,6,-2
CCCCN(C(=O)c1c(CC)noc1C)c1c(N)n(CCC)c(=O)[nH]c1=O,-0.4,-2,3,-20,-12,-4,4,3,2,20
COc1ccccc1C1CC(c2ccc(Cl)cc2)Nc2ncnn21 (stereo not given),-4.0,2,.,14,-16,0,2,-1,-3,-14
CCc1cc2cc3c(cc2nc1SCC(=O)Nc1nccs1)OCO3,-1.6,-3,-28,21,11,-9,0,-2,8,-21
COc1cccc(/C=C(/C#N)c2ccc(Cl)cc2)c1OCc1cccc(C(=O)O)c1,-0.1,2,6,15,-5,18,3,-1,-13,-15
CC(=O)Nc1ccc(Nc2ccccc2)cc1,-3.2,10,16,4,-8,-3,3,-2,-5,-4
COc1ccc(COC(=O)Nc2c(SC)nsc2SC)cc1,-3.1,5,-4,28,-18,7,5,-3,5,-28
C=CCn1c(SCC(=O)CC(=O)OCC)nc2cc(C(=O)N3CCC(C(N)=O)CC3)ccc2c1=O,-0.3,-1,4,-13,-19,-12,-2,6,-14,13
CCc1ccc(CN(C)Cc2nc(-c3cccc(Cl)c3)no2)nc1,1.1,4,3,.,-5,1,-4,1,-3,.
CNC(=S)N=Nc1c(O)[nH]c2ccccc12,0.7,4,2,12,5,1,-3,6,-2,-12
CC(=O)NC(Cc1ccc(F)cc1)C(=O)NC1CCN(c2nnnn2-c2ccccc2)CC1 (stereo not given),-0.3,2,-7,.,-13,0,1,-6,-12,.
Cc1ccc(C2(C)NC(=O)N(CC(=O)Nc3ccc(S(=O)(=O)Nc4nccs4)cc3)C2=O)cc1 (stereo not given),0.1,3,11,-19,2,0,-6,-2,-5,19
Cc1onc(-c2ccccc2)c1C(=O)OCC(=O)Nc1ccc2c(c1)OCO2,0.4,-5,.,7,0,-9,-4,-1,-8,-7
CCCCOC(=O)Cn1c(=N)n(CCC)c2ccccc21,-0.6,-5,0,-16,-18,-9,2,.,2,16
Cc1c(C(=O)Nc2cccnc2)oc2ccc(Br)cc12,-0.1,2,.,3,-15,-6,-3,1,-8,-3
Cc1ccc(/C=N/NC(=O)CCn2nc(C)cc2C)c(C)c1,-0.4,3,10,25,5,10,-2,-1,0,-25
Cc1ccc(NC(=O)C2C3C=CC4(CN(Cc5cccnc5)C(=O)C24)O3)cc1 (stereo not given),-0.7,-4,26,-8,-2,-2,0,11,2,8
Cc1nc(SCC(=O)N2c3ccccc3NC(=O)CC2C)c2c(C)c(C)sc2n1 (stereo not given),-2.2,1,-15,23,-12,14,0,0,-19,-23
CC(O)CNc1nc2c(c(=O)n(C)c(=O)n2C)n1C/C=C/c1ccccc1 (stereo not given),1.5,4,-2,-11,-2,2,-1,-2,-2,11
CCOc1ccc(NS(=O)(=O)c2ccc(C(=O)N(C)CC(=O)Nc3ccc(C)cc3)cc2)cc1,0.2,-7,-11,24,-15,24,1,-1,-23,-24
Nc1ccc(-c2nnn(Cc3ccccc3F)n2)cc1,1.0,5,34,-15,-3,-3,15,11,-8,15
NC12NC(=O)C3(O)C4C5CC(C6C5C3C61)C42 (stereo not given),-0.3,1,-5,-28,-6,-1,0,1,1,28
COc1ccc(-n2nnnc2-c2cnc3cc4c(cc3c2C)OCO4)cc1,-2.6,6,-13,-10,-7,-3,1,2,-12,10
COc1ccc(S(=O)(=O)N(C)C[C@@H]2Oc3ccc(NS(=O)(=O)c4cn(C)cn4)cc3C(=O)N([C@@H](C)CO)C[C@@H]2C)cc1,-2.2,4,5,-24,-11,2,-1,-3,-10,24
COc1ccc(Nc2nnc(SCC(=O)NC(=O)Nc3ccc4c(c3)OCCO4)s2)cc1,-0.2,-2,-7,-4,-1,0,3,8,-6,4
Cc1cccc(C(=O)N/N=C/c2cc(Br)c(Br)o2)c1,0.9,-3,29,13,-5,-9,-2,11,-11,-13
CCOCCn1c(N2CCN(c3ccccc3)CC2)nc2c1c(=O)[nH]c(=O)n2C,2.2,-1,2,0,-10,-2,-1,-5,-10,0
Cc1nc(CSc2nnc(N)s2)cs1,-0.4,1,-1,-7,3,-6,-3,-1,-9,7
COc1ccc(-c2csc(NC(=O)c3cc(-c4cccs4)nc4ccccc34)n2)c(OC)c1,0.5,-6,8,37,-1,-2,-3,.,0,-37
N#Cc1cnc(Nc2nc3ccccc3o2)nc1-c1ccccc1,-3.1,9,9,26,3,39,-1,.,-13,-26
OCC[C@@H]1C[C@H](O)[C@@H](O)[C@]2(OCCc3ccccc32)O1,-2.8,2,9,-9,-18,4,-3,-1,-8,9

# (next part)
SMILES,CDK5 p35 inh,cardiac RTF act,MITF TRPM1 HTS,SR-BI HDL uptake,PvdQ inh,Rtt109 Vps75,HTR5A ag,Wnt bcat act,dFosB act,SR-BI DiI-HDL act
CCn1c(=O)c(C(=O)Nc2ccccc2F)c(O)c2ccccc21,1.5,0,.,5,-3,33,-4,0,-6,-5
COc1ccccc1N=Cc1c(C)c(C#N)c2[nH]c3ccccc3n2c1=O,-0.4,62*,-6,12,-2,-2,1,2,-11,-12
CCCn1c(-c2ccc(OC)cc2)nc2nc3ccccc3nc21,0.1,2,-12,13,-12,-8,-1,.,-4,-13
COc1ccc2c(c1)CC(C1(O)C(=O)Nc3ccccc31)C2=O (stereo not given),0.1,0,.,.,-7,1,0,17,-6,.
C=C(C)C(=O)N1CC2(CC(c3cccc(NC(=O)COc4ccc(Cl)cc4)c3)=NO2)C[C@@H]1C(N)=O (stereo not given in full),-1.1,3,3,55,-10,-8,-1,4,-8,-55
CCOc1ccc(C(=O)Cc2cc3cccc(OC)c3oc2=O)cc1,-0.2,6,-3,15,-13,1,-2,-2,-7,-15
O=C(Nc1ccc(N2CCOCC2)cc1)C1CCCCN1S(=O)(=O)c1ccccc1 (stereo not given),0.7,2,-6,.,-14,5,1,1,-12,.
CC(=O)c1c(COC(=O)c2cccnc2)nc2ccccc2[n+]1[O-],1.8,-1,.,-15,-9,9,-4,-1,2,15
O=C(Nc1ccccn1)NC12CC3CC(CC(C3)C1)C2,-1.5,1,7,-4,-13,-8,8,-1,-4,4

# Given with bars between the fields: two of the compounds above.
SMILES | CDK5 p35 inh | cardiac RTF act | MITF TRPM1 HTS | SR-BI HDL uptake | PvdQ inh | Rtt109 Vps75 | HTR5A ag | Wnt bcat act | dFosB act | SR-BI DiI-HDL act
OCCN(Cc1ccccc1)CC1CC2C=CC1C2 (stereo not given) | -1.0 | -5 | 3 | -31 | 3 | 7 | 2 | . | 3 | 31
CS(=O)(=O)c1ccc2nc(NC(=O)C3COc4ccccc4O3)sc2c1 (stereo not given) | -0.7 | 1 | 36 | -5 | 4 | -3 | 6 | . | -14 | 5
